Screening results: PubChem, several laboratories
Runt-CBFb FRET – inhibitors of RUNX1 Runt–CBFb binding, primary screen, biochemical, FRET, Cerulean-Runt, Venus-CBFb, uHTS; 0.46% of 220,000 active; Cerulean-Runt/Venus-CBFb FRET ratio 530/480, 1 h; AID 1496, 2009; Runt-related transcription factor 1 (Homo sapiens) + Core-binding factor subunit beta …; inhibition, % at 20 µM;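 active = inhibition over about 50% at 20 µM in the single-dose screen, limit read from the data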;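 also: 0% = DMSO wells and 100% = excess unlabeled CBFb competitor control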
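Buffer or medium: Tris pH 7.5 buffer with BSA. Assay system: Cerulean-labeled Runt domain protein. Amount: each fluorescent fusion protein 100 nM. Read-out basis: loss of energy transfer signal. Incubation: 1 h compound exposure, room temperature. Probe or stimulus: Venus-CBFb binding partner, 100 nM. Detection: FRET, excitation 422 nm, emission at 530 and 480 nm.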
Hck-Nef inh – inhibitors of Nef-activated human Hck kinase, primary screen, biochemical, Z-Lyte FRET, 384-well, Hck-YEEI; inhibition, % at 20 µM; 0.68% of 220,000 active; AID 463187, 2010; Recombinant Hck-YEEI plus Nef, Z-Lyte FRET kinase assay; Tyrosine-protein kinase HCK (Homo sapiens), P08631;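 active = Hck-Nef kinase inhibition above about 50%, limit read from the data; inactive = inhibition below that limit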;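 also: 0% = DMSO with Hck plus Nef and 100% = Hck alone without Nef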
NPY-Y2 PAM-ag – NPY-Y2 potentiators or agonists, primary screen, cell-based | Neuropeptide Y receptor type 2 (Homo sapiens), P49146 | cells expressing NPY-Y2, potentiator/agonist read-out | activation, % at 3.6 µM | 0.45% of 220,000 active | AID 1359, 2008; in the data active = activation above about 27%;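 also: cells stimulated with NPY near EC25 plus isoproterenol at EC100; 0% = vehicle plus submaximal agonist and 100% = vehicle plus saturating agonist; some results beyond the cut were filed as inactive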
Target sequence (P49146 whole entry, looked up): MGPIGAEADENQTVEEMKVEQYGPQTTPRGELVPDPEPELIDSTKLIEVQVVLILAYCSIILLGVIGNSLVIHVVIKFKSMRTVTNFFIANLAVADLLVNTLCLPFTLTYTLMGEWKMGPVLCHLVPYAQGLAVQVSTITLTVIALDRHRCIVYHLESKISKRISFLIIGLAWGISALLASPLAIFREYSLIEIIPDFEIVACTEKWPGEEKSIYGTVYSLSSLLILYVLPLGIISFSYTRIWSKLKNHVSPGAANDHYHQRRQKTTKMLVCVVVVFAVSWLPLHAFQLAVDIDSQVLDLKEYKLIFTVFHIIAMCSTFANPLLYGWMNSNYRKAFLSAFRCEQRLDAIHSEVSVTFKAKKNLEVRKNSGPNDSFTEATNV
NPY-Y1 antag – NPY-Y1 receptor antagonists, primary screen, cell-based; AID 1040, 2008; 1% of 200,000 active; HEK293-CNG Y1 cells, membrane potential fluorescence; NPY at EC95, then isoproterenol; Neuropeptide Y receptor type 1 (Homo sapiens), P25929; inhibition, % at 3.6 µM;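 active = inhibition above the campaign mean inhibition of all tested compounds plus 3 SD, cut at about 20% in these data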;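 also: 0% = DMSO wells given NPY plus isoproterenol and 100% = isoproterenol alone without NPY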
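Test system: HEK293 cells co-expressing NPY Y1 receptor and cyclic-nucleotide gated channel; Also added: NPY (25 nM), isoproterenol (1 µM), Ro 20-1724 (25 µM); Compound dosing: one concentration, 3.6 µM, in 0.4% DMSO; Timing: dye 3 h, compound 60 min room temperature, stimulation 45 min; Technique: Membrane-potential fluorescent dye readout.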
Mdm2 ligase inh – MDM2-luciferase reporter signal enhancers, primary screen, MDM2 E3 ligase inhibitor project, cell-based, luminescence, 1536-well | E3 ubiquitin-protein ligase Mdm2 (Homo sapiens), Q00987 | cell-based MDM2 ubiquitination luciferase reporter, 2 h; 0 = plate control, 100 = twice control, blank-subtracted | signal enhancement, % at 5 µM | 0.11% of 210,000 active | AID 1230, 2008;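 active = signal enhancement of 30% or more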;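 also: luminescence tracks abundance of the self-degrading MDM2-luciferase fusion protein; higher signal means inhibition of MDM2 E3 ligase activity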
Target sequence (Q00987 whole entry, looked up, the tested form may be a part): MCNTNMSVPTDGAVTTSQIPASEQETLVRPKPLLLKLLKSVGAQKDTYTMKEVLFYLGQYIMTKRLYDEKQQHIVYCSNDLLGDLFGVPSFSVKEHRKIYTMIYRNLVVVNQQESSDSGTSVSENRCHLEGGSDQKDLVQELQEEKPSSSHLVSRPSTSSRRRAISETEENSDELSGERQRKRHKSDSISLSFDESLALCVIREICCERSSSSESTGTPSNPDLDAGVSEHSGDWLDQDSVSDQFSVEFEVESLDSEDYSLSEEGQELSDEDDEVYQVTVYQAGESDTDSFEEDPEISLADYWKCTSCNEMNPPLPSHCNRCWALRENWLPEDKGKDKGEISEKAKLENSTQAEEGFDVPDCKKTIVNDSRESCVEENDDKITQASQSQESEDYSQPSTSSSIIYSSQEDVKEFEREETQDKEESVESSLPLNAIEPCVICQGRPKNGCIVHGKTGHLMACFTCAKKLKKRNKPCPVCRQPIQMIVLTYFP
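Assay system: mammalian cells stably expressing self-ubiquitinating, self-degrading MDM2 E3–luciferase fusion. Quantity: 2000 cells in each well. Medium: DMEM culture medium. Compound dosing: single-point 5 µM. Timing: cell settling 4 h, compound treatment 2 h, both 37 °C. Technique: luciferase luminescence. Read-out basis: percent signal gain over controls, blank-subtracted. Benchmarks: plate controls and plate blanks.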
p97 ATPase inh – inhibitors of human p97 ATPase, primary screen, biochemical | Transitional endoplasmic reticulum ATPase (Homo sapiens), P55072 | 0.42% of 220,000 active | inhibition, % at 8 µM | recombinant p97 ATPase, Kinase-Glo ATP luminescence, 3 h; in the data active = inhibition above about 15%;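 also: 0% = DMSO vehicle and 100% = wells lacking enzyme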
RBBP9 inhibitor – human RBBP9 inhibitors, primary screen, biochemical, fluorescence polarization, FP-Rh probe, HTS; Serine hydrolase RBBP9 (Homo sapiens), O75884; recombinant RBBP9; inhibition, % at 7.94 µM; 0.2% of 220,000 active;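 active = inhibition above the campaign mean of all tested compounds plus 3 SD, cut at about 14% in these data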;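 also: plate controls were DMSO wells with RBBP9 for no effect and wells lacking RBBP9 protein for full effect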
Target sequence (O75884 whole entry, looked up): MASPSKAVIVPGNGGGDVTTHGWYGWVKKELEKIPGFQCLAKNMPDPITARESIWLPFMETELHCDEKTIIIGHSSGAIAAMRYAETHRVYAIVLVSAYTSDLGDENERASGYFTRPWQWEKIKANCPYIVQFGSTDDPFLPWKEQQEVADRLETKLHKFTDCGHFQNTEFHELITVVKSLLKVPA
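system = RBBP9 protein | input = RBBP9 at 2.5 µM in dispensed solution, before mixing | measured by = fluorescence polarization (mP), excitation 525 nm, emission 598 nm | incubation = enzyme-compound preincubation 30 min, then probe labeling 45 min, 25 °C | buffer or medium = Tris-NaCl-Pluronic buffer, pH 8.0 | compound = single dose 7.94 µM | also added = FP-Rh probe, 375 nM dispensing solution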
NPY1 pot ag – NPY-Y1 receptor potentiators or agonists, primary screen, cell-based. Neuropeptide Y receptor type 1 (Homo sapiens), P25929. NPY-Y1 expressing cells, potentiator/agonist activation. activation, % at 3.6 µM. 0.37% of 220,000 active. AID 1304, 2008; in the data active = activation above about 33%, passing the limit was not always enough;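 also: cells stimulated with NPY at EC10 then isoproterenol at EC100; 0% = low agonist plus stimulus and 100% = saturating agonist plus stimulus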
Runt-SMMHC FRET – inhibitors of RUNX1 Runt–CBFb-SMMHC binding, primary screen, biochemical, FRET, Cerulean-Runt, Venus-CBFb-SMMHC, uHTS; Runt-related transcription factor 1 (Homo sapiens) + Core-binding factor subunit beta …; Cerulean-Runt/Venus-CBFb-SMMHC FRET ratio 530/480, 1 h; inhibition, % at 20 µM; 0.74% of 220,000 active;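 active = mean inhibition across duplicate retests at 20 µM reaching about 50%, limit read from the data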;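 also: 0% = DMSO wells and 100% = wells with excess untagged CBFb-SMMHC; inhibitors lower the FRET ratio by blocking Runt binding to CBFb-SMMHC; some results filed as inactive read as strong as hits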
An asterisk follows results filed as active; / = no result given.

SMILES | Runt-CBFb FRET | Hck-Nef inh | NPY-Y2 PAM-ag | NPY-Y1 antag | Mdm2 ligase inh | p97 ATPase inh | RBBP9 inhibitor | NPY1 pot ag | Runt-SMMHC FRET
Cc1nn(-c2ccc(Cl)cc2)c(NC(=O)C(C)C)c(-c2ccccc2)c1=O | 2 | 0 | -2 | / | -4 | -7 | -6 | 26 | -2
CCOC(=O)C1CCCN(c2c(NCC3CCCN3CC)c(=O)c2=O)C1 (configuration not stated) | 1 | 1 | -5 | 9 | -9 | 9 | 5 | 3 | -1
CC1(C)Cc2c(C#N)c(NCCCO)nc(-c3ccccc3)c2CO1 | 1 | 2 | -3 | 3 | -5 | -7 | 2 | -8 | 3
Cn1c(=O)c2c(nc(NCC(O)CO)n2CCc2ccccc2)n(C)c1=O (configuration not stated) | 0 | 1 | 18 | -2 | -23 | 0 | -10 | 20 | -1
COc1ccccc1Nc1nc(-c2cccc([N+](=O)[O-])c2)cs1 | 3 | 9 | -13 | / | -14 | 6 | 8 | 25 | -6
CCCCC(=O)Nc1ccc(C(=O)Nc2ccc(S(=O)(=O)N3CCCC3)cc2)cc1 | 1 | 0 | -1 | -7 | 2 | -1 | -6 | 22 | -7
CC1(C)CC(=O)C(C(C2=C(O)CC(C)(C)CC2=O)c2cccnc2)C(=O)C1 (configuration not stated) | 0 | -9 | 0 | 2 | 8 | 3 | -7 | 18 | 3
CC1=CC(C)(C)Nc2ccc(Cc3ccc4c(c3)C(C)=CC(C)(C)N4)cc21 | 1 | -3 | 13 | / | -1 | -6 | -6 | 12 | -6
COc1cccc(/C=C/C(=C2\C(=O)N(c3ccccc3)N=C2C)c2ccc(Br)cc2)c1OC | / | 3 | 1 | 2 | / | 1 | -1 | 6 | /
COc1cc(OC)cc(C(=O)Oc2ccc(/C=N/Nc3nc4ccccc4s3)cc2OC)c1 | 0 | 8 | -1 | 0 | 1 | -1 | -7 | -4 | 3
COc1ccc(NS(=O)(=O)c2ccc(S(=O)(=O)N3CCCC3)cc2)cc1Cl | -2 | 5 | 5 | 9 | 4 | 3 | -5 | 9 | -5
Cc1ccc(C(CC(=O)O)C2CCOC(C)(C)C2)cc1 (configuration not stated) | -1 | 0 | -12 | 2 | -9 | -2 | -10 | -14 | 2
C=C(C)COc1ccc2oc(C)c(C(=O)OCCOC)c2c1 | -3 | 2 | -8 | 7 | -27 | -3 | -5 | -20 | 0
CCOC(=O)c1[nH]cnc1C(=O)Nc1ccc(C)cc1 | 1 | 10 | 7 | / | -6 | -4 | -7 | 5 | -31
Cn1nccc1NC(=O)Nc1ccc(Cl)cc1 | 2 | 13 | -21 | / | -23 | 3 | 5 | 12 | -5
O=C(O)c1cccc(N2CCCC2)c1 | 4 | 0 | -4 | 1 | -6 | 1 | -6 | -21 | 5
CC1CCN(c2ccc(C(F)(F)F)cc2N)CC1 | -2 | -12 | -4 | 2 | -18 | 1 | -2 | -2 | 0
CCOC(=O)C(C)(C)N(Cc1cccc(C)c1)S(=O)(=O)c1cccc([N+](=O)[O-])c1 | -1 | 3 | 10 | 10 | -13 | -1 | 5 | -4 | -3
O=C(Nc1ccc(O)cc1)/C(=C\c1ccncc1)NC(=O)c1ccccc1 | 7 | 23 | 6 | -1 | -15 | 5 | -6 | -1 | 1
Cc1ccc(-c2cc(C(=O)Nc3nn[nH]n3)c3ccccc3n2)c(C)c1 | -1 | 2 | -2 | -1 | -3 | 3 | -5 | 8 | 4
O=C(NC(Cc1ccc2c(c1)OCO2)C(=O)NC(Cc1ccccc1)C(=O)O)c1ccccc1 (configuration not stated) | 1 | -23 | 4 | 2 | -8 | -3 | -1 | -22 | -1
O=C(COc1ccc2c(c1)CCC2)NCc1cccc(Cl)c1 | 0 | 3 | -9 | 7 | -11 | -4 | -3 | -8 | -2
COc1ccc(CNC(=O)CCS(=O)(=O)Cc2ccc(C)cc2)c(OC)c1 | 0 | -8 | 11 | -1 | -15 | 1 | 0 | 12 | -1
CCc1cccc(C)c1NC(=O)C(c1ccccc1)N1CCC1=O (configuration not stated) | 1 | 2 | -4 | 3 | -16 | 4 | 7 | 12 | 1
O=C(c1cc2ncc(Br)cn2n1)N1CCCCC1 | -2 | 29 | -9 | -2 | -35 | 0 | -3 | -18 | 5
Fc1cnc(N2CCOCC2)nc1NCc1ccccc1 | -1 | 7 | -17 | -1 | -14 | -1 | -1 | -14 | -2
COc1ccc2nc(NC(=O)C3CCCO3)sc2c1 (configuration not stated) | 0 | 0 | 19 | -1 | -23 | 7 | 0 | 5 | -8
COC(=O)c1sc(N)c(C(=O)OC)c1COC(=O)CNS(=O)(=O)c1ccc(C)c(C)c1 | 0 | 3 | -15 | 2 | -12 | 2 | -6 | -1 | 14
NC(=O)C1CCN(c2cc(Cl)nc(N)n2)CC1 | 2 | 21 | 3 | 2 | 17 | 9 | -1 | -2 | 0
CCOCCCNC(=O)C1CCCN1C(=O)Nc1ccccc1[N+](=O)[O-] (configuration not stated) | / | 18 | -7 | 11 | -15 | -9 | -15 | -2 | /

Quoted at random: two records from the list
SMILES | Runt-CBFb FRET | Hck-Nef inh | NPY-Y2 PAM-ag | NPY-Y1 antag | Mdm2 ligase inh | p97 ATPase inh | RBBP9 inhibitor | NPY1 pot ag | Runt-SMMHC FRET
O=C(COc1ccc2c(c1)CCC2)NCc1cccc(Cl)c1 | 0 | 3 | -9 | 7 | -11 | -4 | -3 | -8 | -2
COC(=O)c1sc(N)c(C(=O)OC)c1COC(=O)CNS(=O)(=O)c1ccc(C)c(C)c1 | 0 | 3 | -15 | 2 | -12 | 2 | -6 | -1 | 14

More compounds
SMILES | Runt-CBFb FRET | Hck-Nef inh | NPY-Y2 PAM-ag | NPY-Y1 antag | Mdm2 ligase inh | p97 ATPase inh | RBBP9 inhibitor | NPY1 pot ag | Runt-SMMHC FRET
CC1(C)C2CCC13CS(=O)(=O)N[C@@H]3C2 (some centres not stated) | 0 | 3 | -3 | -1 | 4 | 0 | -3 | -20 | 3
CCSC1=C(C#N)C(c2ccc3c(c2)OCO3)C2=C(CCCC2=O)N1 (configuration not stated) | 0 | -19 | 12 | -5 | -2 | -7 | -8 | 10 | -8
Cc1cccc(C)c1NC(=O)CSC(=S)N1CCCC1 | -2 | 0 | -1 | 0 | -12 | 2 | 3 | -4 | -7
Cc1ncc([N+](=O)[O-])n1CC(=O)N/N=C/c1ccc(F)cc1 | 0 | 22 | 13 | 1 | -11 | 1 | -11 | 11 | 1
Cc1cccc(C(=O)N/N=C/c2ccc(OC3CSC3)cc2)c1 | -3 | 0 | -23 | 0 | -8 | 8 | -6 | -5 | 4
COc1ccc(/C=N/Nc2nc(C)c([N+](=O)[O-])c(N(C)c3ccccc3)n2)cc1OC | -3 | 21 | -9 | -7 | -18 | 2 | -13 | -6 | -4
CCOc1ccc(N2C(=O)CC(N(O)c3ccccc3)C2=O)cc1 (configuration not stated) | -3 | 6 | -4 | 1 | 13 | 1 | -2 | 1 | 0
CCOC(=O)c1nc(C)n(-c2ccc([N+](=O)[O-])cc2)n1 | 2 | -3 | 2 | 0 | -6 | 7 | -4 | -9 | 1
Fc1cc(Br)ccc1NC(=S)Nc1cccnc1 | 1 | 20 | 2 | 1 | 5 | 3 | -11 | 14 | 1
COc1ccc(C(=O)C2CCN(C(=S)Nc3ccc(F)cc3)CC2)cc1 | 2 | 33 | -10 | -4 | -4 | -2 | -5 | 2 | 1
O=C(NNC(=O)c1ccccc1Br)c1ccc(Cl)c(Cl)c1 | 0 | -3 | -3 | 4 | -18 | 5 | 2 | -1 | -5
Cc1cc(C)cc(NC(=O)C2CCCN(c3nc(C)cc(C)n3)C2)c1 (configuration not stated) | -1 | -2 | 12 | 2 | -12 | 3 | -8 | 6 | -1
COc1cc(NC2=CC(=O)CC(C)(C)C2)cc(OC)c1 | 2 | 1 | -11 | -4 | -8 | -2 | -5 | -20 | -4
CCN1C(=O)CC(N2CCN(c3ccc(OC)cc3)CC2)C1=O (configuration not stated) | 3 | 7 | -14 | 4 | -10 | -5 | -3 | -3 | -5
COC(=O)c1ccc(NC(=O)CSc2nc3cccnc3n2C)cc1 | -3 | 6 | -14 | 13 | / | -4 | -7 | -12 | -1
Cc1ccc(-c2nn[nH]n2)o1 | 22 | 0 | 11 | -7 | -17 | 4 | 8 | 9 | 18
NC(=O)CSc1ncc(-c2ccccc2)[nH]1 | -3 | -1 | 6 | -2 | -18 | 3 | 0 | -11 | -16
COC(=O)c1ccccc1NC(=O)CSc1nnc(C(C)NC(=O)c2ccc(Cl)cc2Cl)n1C (configuration not stated) | -1 | 2 | 0 | 2 | 1 | -2 | 2 | -2 | 4
O=S(=O)(Nc1ccc(N2CCOCC2)cc1)c1ccccc1 | 2 | 1 | 3 | 0 | -11 | 4 | 0 | -4 | 3
COc1cc(NC(=S)NCCCO)c(OC)cc1Cl | -1 | -1 | -3 | -2 | -21 | 4 | 3 | 7 | -3
CCOC(=O)c1sc2nc(-c3cccnc3)ccc2c1N | -9 | 6 | -3 | 3 | 1 | 5 | 2 | -1 | -60
O=C(CCn1c2c(c3ccccc31)CCCC2)NNC(=O)c1ccccc1[N+](=O)[O-] | 0 | 0 | 9 | -3 | -15 | -10 | -8 | -15 | -10
O=c1c2ccccc2nc(/C=C/c2c[nH]c3ccccc23)n1-c1ccc([N+](=O)[O-])cc1 | -1 | 2 | -6 | 0 | 12 | 7 | 1 | -13 | -5
CC(Cc1ccccc1)C(=O)NCc1nc2ccccc2s1 (configuration not stated) | -3 | -5 | -6 | 1 | / | 9 | -6 | 4 | -5
